From PubChem
NSD2 HMT inh: inhibitors of human histone methyltransferase NSD2 | O96028 | NSD2 peptide methylation, AlphaScreen, 120 min | inhibition, % at 12.5 µM | 310,000 compounds, 0.54% hits | AID 743445; in the data active means inhibition above about 50%
RTF Ca sens inh: cardiac RTF calcium desensitization; 340,000 compounds, 0.12% hits; inhibition, % at 7.15 µM; IANBD-labeled cardiac RTF, Ca2+ fluorescence; P19429+P45379;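 active means inhibition above the mean inhibition of all tested compounds plus 3 SD, cut at about 17% in these data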;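 further: assay run at fixed EC70 calcium of 1.6 mM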
Keap1-Nrf2 PPI: inhibitors of human Keap1-Nrf2 protein-protein interaction; Q14145; Keap1 Kelch-Nrf2 peptide fluorescence polarization, 1536-well; inhibition, % at 9.4 µM; 340,000 compounds, 0.15% hits; AID 504523; in the data active means inhibition above about 12%; inconclusive means no clear call, values can overlap the other calls; inactive means below about 7.3%;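 further: human Keap1 Kelch domain with fluorescein labeled Nrf2 9mer peptide probe; 0% = neutral control wells and 100% = peptide positive control; higher means more block of Keap1 binding to Nrf2 peptide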
dFosB act: mouse delta FosB homodimer activation; P13346; 340,000 compounds, 0.99% hits; activation, % at 25 µM; purified delta FosB, TAMRA-CDK5 oligo fluorescence polarization; percent of positive-control signal above neutral wells;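 active means mean activation above about 17%, with every replicate also reaching it, limit read from the data, passing the limit was not always enough; inconclusive means only one of the two conditions met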;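 further: fluorescence polarization rise as delta FosB binds a TAMRA Cdk5 AP-1 oligo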
CDK5 p35 inh: inhibitors of human CDK5/p35 kinase; inhibition, % at 10 µM; Q00535+Q15078; 330,000 compounds, 0.01% hits; Recombinant CDK5/p35, ADP-Glo luminescence, 60 min; AID 488839;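 active means highest replicate inhibition of at least 50% and at least 75% of replicates reaching 50%; inconclusive means only one of the two criteria met; inactive means both criteria failed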;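 further: plate controls were DMSO neutral control for no effect and GW8510 at 10 µM for full effect; many of its hits are not listed in these tables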
Target sequence (Q00535 whole entry, looked up): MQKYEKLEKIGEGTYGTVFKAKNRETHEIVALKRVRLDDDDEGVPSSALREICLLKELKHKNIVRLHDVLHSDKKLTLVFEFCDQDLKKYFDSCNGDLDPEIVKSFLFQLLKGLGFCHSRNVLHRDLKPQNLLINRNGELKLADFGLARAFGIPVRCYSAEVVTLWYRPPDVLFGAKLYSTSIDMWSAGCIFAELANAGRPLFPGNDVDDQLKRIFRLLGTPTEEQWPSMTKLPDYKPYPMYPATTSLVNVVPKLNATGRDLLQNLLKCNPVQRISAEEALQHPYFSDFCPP
Target sequence (Q15078 whole entry, looked up): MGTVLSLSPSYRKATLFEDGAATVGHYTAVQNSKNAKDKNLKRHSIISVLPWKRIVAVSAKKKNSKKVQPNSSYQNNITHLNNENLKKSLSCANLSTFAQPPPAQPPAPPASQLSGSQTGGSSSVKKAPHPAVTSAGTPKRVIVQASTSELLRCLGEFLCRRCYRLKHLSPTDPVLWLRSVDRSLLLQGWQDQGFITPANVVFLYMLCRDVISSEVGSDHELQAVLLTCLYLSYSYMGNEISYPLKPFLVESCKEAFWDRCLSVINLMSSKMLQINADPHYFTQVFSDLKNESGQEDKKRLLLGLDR
PfHsp90 set2: inhibits growth of yeast expressing Plasmodium falciparum Hsp90. inhibition, % at 9.4 µM. S. cerevisiae expressing PfHsp90, BacTiter-Glo ATP, 48 h; yeast lacking PDR1 and PDR3 efflux regulators. 310,000 compounds, 0.32% hits;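 active means every replicate shows inhibition above about 80%, whatever the replicate mean, limit read from the data; inconclusive means mean inhibition reaches the set limit but some replicate falls short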;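 further: 0% = DMSO neutral controls and 100% = 20 µM radicicol positive controls; yeast relying on Plasmodium falciparum Hsp90 in place of its own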
C-LANA FP: blocks KSHV LANA C-terminal domain binding to DNA | inhibition, % at 9 µM | MBP-C-LANA/FAM-LBS DNA binding, fluorescence polarization | 340,000 compounds, 0.078% hits;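 active means highest replicate inhibition at or above 60% at 9 µM, even if other replicates fall short; inactive means all replicates below 60% inhibition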;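 further: 0% = neutral control wells and 100% = 4 µM acridine orange control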
cardiac RTF act: cardiac RTF calcium sensitization. P19429+P45379. IANBD-labeled TnC RTF fluorescence at EC20 calcium; 0% EC20 calcium, 100% full calcium. activation, % at 7.2 µM. 340,000 compounds, 0.24% hits;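 active means activation above the mean over all tested compounds plus 3 SD, cut at about 30% in these data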;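 further: rise in fluorescence read as greater calcium sensitivity of cardiac thin filaments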
SUMO Mot1 rescue: blocks SUMOylation pathway, rescuing yeast Mot1-301 growth; S. cerevisiae Mot1-301 growth rescue, ATP luminescence, 38.5C; percent above DMSO median, 100 means doubled; growth rescue, % at 18.8 µM; 320,000 compounds, 1% hits;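 active means every valid replicate shows activation above 250% relative to neutral control wells; inactive means the rest, any valid replicate at or below 250%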;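 further: OY570 slx delta 5 strain wells were the positive control but not used for scaling; some compounds called inactive have numbers as strong as hits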
Rtt109 Vps75: inhibitors of Candida albicans Rtt109/Vps75 histone acetyltransferase; Q5AAJ8; purified Rtt109/Vps75, ThioGlo CoA-SH fluorescence, 4 h; inhibition, % at 34.9 µM; 330,000 compounds, 0.16% hits; AID 540336;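 active means inhibition of at least 50% in every replicate; inconclusive means best replicate reaches 50% inhibition but some replicates fall short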
Target sequence (Q5AAJ8 whole entry, looked up): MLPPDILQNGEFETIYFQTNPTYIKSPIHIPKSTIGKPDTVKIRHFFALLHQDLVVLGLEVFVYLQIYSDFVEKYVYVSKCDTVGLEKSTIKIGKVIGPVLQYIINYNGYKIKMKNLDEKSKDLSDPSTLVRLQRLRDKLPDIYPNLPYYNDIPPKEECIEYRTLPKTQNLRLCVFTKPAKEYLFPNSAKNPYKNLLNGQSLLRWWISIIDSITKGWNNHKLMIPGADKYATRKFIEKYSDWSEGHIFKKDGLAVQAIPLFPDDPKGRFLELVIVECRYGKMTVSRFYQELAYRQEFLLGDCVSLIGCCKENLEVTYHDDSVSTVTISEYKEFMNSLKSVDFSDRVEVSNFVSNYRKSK
PvdQ acylase: P. aeruginosa PvdQ acylase inhibition | purified PvdQ acylase, fluorescence plate reader | inhibition, % at 10 µM | 340,000 compounds, 0.063% hits; in the data active means inhibition above about 30%, passing the limit was not always enough; inconclusive means no clear call, values can overlap the other calls;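 further: 0% = vehicle neutral wells and 100% = reference inhibitor wells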
* marks the source's active call; other numbers are inactive results; u = inconclusive; x = no result given.

The line under a structure holds: NSD2 HMT inh, RTF Ca sens inh, Keap1-Nrf2 PPI, dFosB act, CDK5 p35 inh, PfHsp90 set2, C-LANA FP, cardiac RTF act, SUMO Mot1 rescue, Rtt109 Vps75, PvdQ acylase
[1] Cc1ccc2nc(-c3ccccc3)c(NC(=O)c3ccco3)n2c1
→ 0, 5, -6, -5, -1.0, -14, -0.8, -1, -7, 1, -18
[2] Cc1ccc(S(=O)(=O)c2nc(-c3ccco3)oc2N2CCC(C)CC2)cc1
→ 2, -17, -5, -8, 2.8, -17, 0.7, -1, -14, 1, 11
[3] CC(C)(C)NC(=O)C(Cc1ccccc1)N1C(=O)c2ccccc2C1=O (configuration not stated)
→ 3, -10, -3, 1, 0.7, 4, -3.5, 3, -17, -7, -11
[4] Nc1ccccc1-c1ccccc1N
→ 7, -7, -6, -6, 0.6, -17, -0.3, 0, -6, -5, -7
[5] Cc1ccc(S(=O)(=O)NCc2ccncc2)cc1C
→ -2, 11, -4, 5, 1.8, -4, -1.1, 3, -6, -5, -4
[6] Cc1ccc(NC(=O)CCSc2nnc(Cc3ccccc3)o2)cc1
→ -3, -9, -2, -5, -1.6, -13, -0.2, -9, 1, -9, -6
[7] O=C1N=c2ccccc2=C1c1sc(=S)n(NC(=O)c2ccccc2)c1O
→ 2, 0, -5, 5, 0.6, -15, 0.7, 1, 16, -2, -16
[8] COC(=O)c1cnc2ccccc2n1
→ -1, -9, 3, -1, 1.4, -14, 2.6, -5, -6, 7, -8
[9] COCCNC(=O)Cn1nc(Cc2ccncc2)c2ccccc2c1=O
→ -1, 1, -1, -3, -0.5, 0, 38, -8, -38, 12, 5
[10] Nc1cc(N)nc(SCC(=O)NC(=O)NC2CCCC2)n1
→ -5, -4, 1, -4, -0.6, -5, -1.5, -4, -1, 14, -3
[11] O=C(CCC(=O)N1CCOc2ccc(Cl)cc21)N1CCN(c2ccccn2)CC1
→ x, -8, -4, -4, -0.6, 1, 0.9, 7, -7, 4, 11
[12] COc1cc(C)ccc1OCc1cc(C(=O)N2CCC(c3ccc(F)cc3)C2)no1 (configuration not stated)
→ 0, -2, -1, -17, 0.1, -5, -1.1, -3, -20, 2, -6
[13] CN(C)S(=O)(=O)c1ccc(Cl)c(NC(=O)COC(=O)c2cc(-c3ccccc3)nc3ccccc23)c1
→ 0, -5, -3, -6, -0.6, -16, -0.7, 6, 4, 0, -21
[14] Cc1cc(NC(=O)COC(=O)CCS(=O)(=O)c2cc(Cl)ccc2Cl)no1
→ -3, 9, 5, -6, 0.0, 6, 0.7, 1, 7, -11, 0
[15] COc1ccc2nc(NC(=O)C3CCCN(S(=O)(=O)c4cccs4)C3)sc2c1 (configuration not stated)
→ 1, -9, 0, u, -0.1, -4, -0.6, -3, 2, 10, -7

(cont.)
The line under a structure holds: NSD2 HMT inh, RTF Ca sens inh, Keap1-Nrf2 PPI, dFosB act, CDK5 p35 inh, PfHsp90 set2, C-LANA FP, cardiac RTF act, SUMO Mot1 rescue, Rtt109 Vps75, PvdQ acylase
[16] O=C(Nc1nnc(-c2ccco2)o1)c1ccc(S(=O)(=O)N2CCOCC2)cc1
→ -3, -6, -4, -2, -1.6, -18, 1.4, -2, 31, 0, -9
[17] O=C(Cc1c(F)cccc1Cl)Nc1ccc(S(=O)(=O)Nc2nccs2)cc1
→ 1, -6, -4, -1, 1.0, -21, -0.3, -3, -13, -3, -4
[18] O=C(c1cnc2sccn2c1=O)N1CCCc2ccccc21
→ x, -2, -1, -2, -0.5, -3, 3.0, -3, -30, 8, 6
[19] COc1ccc(C)cc1NC(=O)CCNC(=O)Cn1ccc2ccccc2c1=O
→ 4, -11, -3, 22*, 1.3, -59, 0.4, 4, -5, -2, -8
[20] Oc1ccc(Cl)cc1/C=C/c1ccc2cccc(O)c2n1
→ -2, -2, 1, 12, 0.1, 105*, 1.3, -4, x, 11, -13
[21] O=C(CCc1ccccc1)Nc1ccc(NC(=O)C2CC2)nc1
→ 5, 1, 0, 4, 1.1, -26, 1.8, -4, -1, -5, -3
[22] COc1cc(/C=C2\SC(c3ccccc3)=NC2=O)cc(Cl)c1O
→ 25, -1, 0, 4, -0.6, -29, -1.8, 0, x, -2, -17
[23] Cn1nnnc1SCC(=O)NC1CCCc2ccccc21 (configuration not stated)
→ -1, -4, 6, 2, -0.3, -3, 1.4, 2, -6, -5, -13
[24] CCOc1ccccc1C(=O)Nc1cc(C)ccc1NC(=O)c1ccco1
→ -3, -2, -3, -10, 2.1, 20, 0.1, -1, -6, -18, 1
[25] CC(C)OC(=O)c1cc(Cl)c(=O)n(Cc2ccc(Cl)cc2Cl)c1
→ 22, -2, -6, -12, 0.6, 3, 3.5, -3, -2, -4, -13
[26] O=C(CNS(=O)(=O)c1ccc2ccccc2c1)OCc1csc(-c2ccccc2)n1
→ 0, -4, -1, -4, 0.7, 1, -0.4, 7, -2, 4, -7
[27] O=C(NNC(=O)c1ncc(Cl)c(Cl)c1Cl)c1ccc(F)cc1
→ -5, -1, 0, 1, -3.8, -9, 0.3, 9, -5, -4, -11
[28] O=c1c(-c2nnc(SCc3ccc(Cl)cc3)o2)cccn1Cc1ccccc1
→ -2, -4, 2, -6, -2.0, x, 0.5, -3, x, -1, -6
[29] CC(C(=O)N(C)C)N(C#N)c1nc(N(C)C)nc(N(C)C)n1 (configuration not stated)
→ 0, 3, 2, -2, -1.3, 7, 15, 2, 11, -2, -5
[30] CCOC(=O)C(=CNc1ccc(N2CCOCC2)cc1)C(=O)OCC
→ -1, 4, -6, 8, -0.3, 24, -1.1, 11, -6, 7, 3

Overlap with the part before: five entries; new compounds follow.
The line under a structure holds: NSD2 HMT inh, RTF Ca sens inh, Keap1-Nrf2 PPI, dFosB act, CDK5 p35 inh, PfHsp90 set2, C-LANA FP, cardiac RTF act, SUMO Mot1 rescue, Rtt109 Vps75, PvdQ acylase
[26] O=C(CNS(=O)(=O)c1ccc2ccccc2c1)OCc1csc(-c2ccccc2)n1
→ 0, -4, -1, -4, 0.7, 1, -0.4, 7, -2, 4, -7
[27] O=C(NNC(=O)c1ncc(Cl)c(Cl)c1Cl)c1ccc(F)cc1
→ -5, -1, 0, 1, -3.8, -9, 0.3, 9, -5, -4, -11
[28] O=c1c(-c2nnc(SCc3ccc(Cl)cc3)o2)cccn1Cc1ccccc1
→ -2, -4, 2, -6, -2.0, x, 0.5, -3, x, -1, -6
[29] CC(C(=O)N(C)C)N(C#N)c1nc(N(C)C)nc(N(C)C)n1 (configuration not stated)
→ 0, 3, 2, -2, -1.3, 7, 15, 2, 11, -2, -5
[30] CCOC(=O)C(=CNc1ccc(N2CCOCC2)cc1)C(=O)OCC
→ -1, 4, -6, 8, -0.3, 24, -1.1, 11, -6, 7, 3
[31] O=c1[nH]cnc2c1sc1nc(-c3ccccc3)c3c(c12)CCCC3
→ 0, -9, -3, -2, 0.3, 9, 0.6, -4, 9, -11, -12
[32] COc1ccc(Cl)cc1-n1c(=S)sc2c(=O)[nH]c(SCC(=O)NCC3CCCO3)nc21 (configuration not stated)
→ -5, -2, 0, 2, -4.1, 21, -1.6, -2, 15, -4, -10
[33] N#Cc1nc(-c2ccc(Cl)cc2)oc1NCCc1ccccn1
→ 1, 1, 2, -6, -0.8, 6, 0.7, -5, -4, -1, 5
[34] Cc1cc(-c2ccc(Cl)cc2)n2nc(C)cc2n1
→ -8, -15, -4, -10, -1.0, 18, -0.1, -4, -11, 0, -13
[35] Cc1cc(C)c2[nH]c(=O)c(C(c3nnnn3Cc3ccc4c(c3)OCO4)N3CCC(C)CC3)cc2c1 (configuration not stated)
→ 8, -5, 0, -3, -0.7, 31, 0.1, 3, -14, 7, -8
[36] C/C(=N\OCC(=O)OCC(=O)N(C)c1ccccc1)c1ccc2c(c1)OCO2
→ -1, -4, -4, -2, 0.0, 6, 1.3, 2, 9, 2, -16
[37] Cn1cccc1C(=O)N1CCN(S(=O)(=O)c2ccccc2)CC1
→ 0, -1, -4, 0, -0.2, 17, 0.3, 4, 2, 15, 1
[38] CCOc1ccc(CCNC(=O)c2sc3nc4n(c(=O)c3c2C)CCC4)cc1
→ -2, -5, -3, -10, -5.9, 17, -1.0, -1, -1, -4, -10
[39] Cc1cc(NC(=O)CC(C)C)c(=O)n(Cc2ccccc2F)c1
→ 5, 3, -2, -1, -0.3, -7, 8.1, 8, 4, -1, 5
[40] CCCN1CCC(=O)N(CCO)CC1
→ x, -19, -3, 0, 0.3, -15, 2.7, -3, 3, 2, -2
[41] COc1ccc(OC)c(CNS(=O)(=O)c2cc(CN3C(=O)c4cccnc4C3=O)ccc2OC)c1
→ 1, -2, -1, 4, -1.5, 3, -0.9, -2, -4, 1, -11
[42] COc1ccc(-n2c(C)n[nH]c2=O)cc1OC
→ 4, 0, -2, -4, -5.9, x, -0.3, 9, 347*, -6, -16
[43] O=C(CCC1CCCC1)Nc1cc(C(F)(F)F)ccc1N1CCOCC1
→ -11, 1, 0, -7, -0.5, 0, 0.0, -14, -9, 28, 6
[44] CCOC(=O)c1c(NC(=O)CSc2nnc(-c3cccc(C)c3)n2CC)sc(C(C)=O)c1C
→ 1, -5, -8, 5, 0.8, -17, -3.0, 3, -3, 9, -4
[45] O=C(CC1CCCCC1)OCn1nnc2ccccc2c1=O
→ -4, -1, -2, -3, -0.6, -14, 0.6, -1, 3, 17, 4
[46] CCC(C)NS(=O)(=O)c1cc2c3c(c1)CCN3C(=O)CC2 (configuration not stated)
→ 18, 5, -3, 4, x, 2, 0.5, -1, 8, -3, -2
[47] Cc1cc(C)c(NC(=O)CS(=O)CC(=O)Nc2ccc(F)cc2F)c(C)c1 (configuration not stated)
→ -4, 4, 0, 23*, 1.0, 9, -2.4, 4, 44, -4, -4
[48] COc1ccc(-c2csc(N(CCCN(C)C)C(=O)c3cc(OC)c(OC)c(OC)c3)n2)cc1
→ 8, 2, -1, 1, 2.2, 13, 6.9, -6, 1, 7, 4
